# G6PDH CS – inhibits Leuconostoc G6PDH, flagging false hits in G6PDH-based assays. 200,000 tested, 0.12% active. Purified L. mesenteroides G6PDH, diaphorase/resazurin coupled fluorescence, 45 min. inhibition, % at 5 µM
# S1P3 antagonist – S1P3 (human) receptor antagonism | inhibition, % at 4.98 µM | CHO S1P3 NFAT-BLA reporter, FRET fluorescence, antagonist mode | Q99500 | 170,000 tested, 0.27% active;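 active = inhibition above the plate cutoff, the mean inhibition of test wells on that plate plus 3 SD, cut at about 28% in these data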;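 note: cells challenged with S1P at its EC80 of 0.8 µM; blue over green emission ratio from cleaved BLA substrate after 4 h stimulation; 0% = S1P-stimulated wells and 100% = unstimulated DMSO-only wells; some compounds past the cut are filed as inactive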
# Target sequence (Q99500 whole entry, looked up): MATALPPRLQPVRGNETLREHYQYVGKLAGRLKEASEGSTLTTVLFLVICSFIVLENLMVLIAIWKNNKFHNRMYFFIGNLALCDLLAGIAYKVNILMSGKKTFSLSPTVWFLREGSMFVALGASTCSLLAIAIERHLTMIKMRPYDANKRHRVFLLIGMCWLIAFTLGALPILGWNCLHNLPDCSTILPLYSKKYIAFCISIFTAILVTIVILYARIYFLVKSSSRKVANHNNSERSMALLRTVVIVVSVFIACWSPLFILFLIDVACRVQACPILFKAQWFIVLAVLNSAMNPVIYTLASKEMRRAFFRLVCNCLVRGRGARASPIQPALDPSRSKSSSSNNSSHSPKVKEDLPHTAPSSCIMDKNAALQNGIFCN
# TLR4-MyD88 BLA – TLR4-MyD88 interaction inhibition in cells; inhibition, % at 8.4 µM; 200,000 tested, 0.18% active; HeLa CL3-4 TLR4/MyD88 BLA complementation, FRET ratio; O00206+Q99836; in the data active = inhibition above about 25%;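 note: 0% = vehicle and 100% = reference inhibitor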
# Diaphorase inh – inhibits diaphorase or chemically oxidizes, flagging diaphorase assay artifacts; inhibition, % at 20 µM; AID 1217; 190,000 tested, 0.69% active; diaphorase resazurin-to-resorufin fluorescence, NADH, 16 min; bacterial (C. kluyveri) enzyme, not human;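 active = primary screen inhibition at 20 µM above a set limit, cut at about 50% in these data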;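 note: plate controls were DMSO with full reaction for no effect and wells lacking NADH for full effect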
#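 Test system: diaphorase enzyme from Clostridium kluyveri; amount: diaphorase at 0.14 U/mL in enzyme working solution; detection: fluorescence of resorufin formed from resazurin, Ex 544/Em 590 nm; times: reaction incubation of 16 min at room temperature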
# Diaph act CS – diaphorase activation or chemical reduction counter-screen; 190,000 tested, 0.005% active; Diaphorase/resazurin coupled assay, resorufin fluorescence, 16 min; active compounds read high; 1 = vehicle wells, 0 = NADH-free wells; activation factor at 20 µM;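 active = diaphorase activity raised at least twofold by the compound at 20 µM; inactive = activation factor below 2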
#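 Material: Purified diaphorase enzyme from Clostridium kluyveri | Buffer or medium: 50 mM HEPES pH 7.4 with 4.542 mM MgCl2, 0.005% Tween 20 | Times: 16 min enzyme reaction, ambient temperature | Signal: Red resorufin fluorescence at 544/590 nm excitation/emission | Measure: Increased resorufin signal from activators or reducing compounds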
# Hsp70 activator – Hsp70 transcriptional activation, primary screen; HeLa Hsp70 promoter luciferase reporter, luminescence; scaled: vehicle 0, proteasome-inhibitor control 100%; 200,000 tested, 0.04% active; AID 1203; activation, % at 10 µM;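 active = activation above the mean across all tested compounds plus 3 SD, cutoff set per campaign, cut at about 5.5% in these data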;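 note: 100% = MG132 at 30 µM as the positive control and 0% = DMSO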
# RAM network inh – inhibitors of the yeast RAM network | S. cerevisiae dse1pr::URA3 reporter, 5-FOA growth OD615, 2 d; analog-sensitive cbk1-as2 kinase mutant strain | inhibition, % at 50 µM | 190,000 tested, 1.8% active;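 active = inhibition above a set limit, 3 SD over mean compound inhibition, cut at about 8.4% in these data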;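 note: 0% = DMSO-only wells with no growth and 100% = 10 µM 1-NA-PP1 full growth; inhibition rescues growth on 5-FOA so higher OD means more RAM inhibition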
# PMI act satM6P – increases human PMI activity with near-saturating mannose 6-phosphate; P34949; coupled PMI enzyme assay, resazurin fluorescence, 20 min; active compounds read high; 1 = untreated enzyme, 0 = substrate-free blank; activation factor at 20 µM; 190,000 tested, 0.34% active; AID 1216;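 active = activation factor of 2 or more at 20 µM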
# Target sequence (P34949 whole entry, looked up): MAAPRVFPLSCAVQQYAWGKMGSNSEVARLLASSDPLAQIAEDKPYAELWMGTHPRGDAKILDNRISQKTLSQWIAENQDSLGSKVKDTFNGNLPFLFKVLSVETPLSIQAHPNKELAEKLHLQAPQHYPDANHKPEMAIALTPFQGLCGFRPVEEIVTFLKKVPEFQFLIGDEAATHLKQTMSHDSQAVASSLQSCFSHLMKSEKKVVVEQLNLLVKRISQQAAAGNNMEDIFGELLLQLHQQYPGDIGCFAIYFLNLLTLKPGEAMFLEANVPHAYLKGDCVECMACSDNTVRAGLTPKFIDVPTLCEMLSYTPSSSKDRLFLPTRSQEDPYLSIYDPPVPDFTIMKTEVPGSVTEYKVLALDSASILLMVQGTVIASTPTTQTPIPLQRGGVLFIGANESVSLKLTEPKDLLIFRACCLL
#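 Test system: human phosphomannose isomerase with PGI, G6PDH, diaphorase coupling enzymes; Amount: PMI at 15 ng/mL final; Reagent: Mannose-6-phosphate 1.0 mM (near-saturating) plus 0.22 mM NADP+; Timing: 20 min, room temperature; Technique: resorufin fluorescence at Ex 544/Em 590 nm; Dosing: 20 µM single dose.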
# Lmaj promast – Leishmania major promastigote growth inhibition; Leishmania major promastigotes, resazurin fluorescence viability; 200,000 tested, 9% active; inhibition, % at 10 µM;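 note: promastigotes grown with compound for 44 hours at 28 °C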
# PMI activator – phosphomannose isomerase (human) activation. P34949. purified human PMI, coupled resazurin fluorescence, 20 min; active compounds read high; 1 = vehicle control, 0 substrate-free wells. activation factor at 20 µM. 190,000 tested, 0.005% active;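 active = activation factor of 2 or more at 20 µM, relative to plate controls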
# Redox H2O2 prof – compounds producing H2O2 with reducing agent – biochemical, NIH compound library profiling, artefact control for MLSCN library redox annotation, primary screen | DTT-dependent redox cycling H2O2, phenol red/HRP absorbance; 100% = 100 µM peroxide control, 0% = buffer | activation, % at 10 µM | 200,000 tested, 0.03% active | AID 878;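 active = activation of at least 50% relative to the plate's high and low controls in the primary single-dose screen; inactive = activation below 50%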;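 note: compound incubated with DTT at 0.8 mM final as the reducing agent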
# Active calls of the source: *; · = not tested or not shown. Cut-off read from the data, not from the text of the source, unless noted: active = inhibition above about 50%; inactive = the rest.
nr	Compound	G6PDH CS	Hsp70 activator	Diaphorase inh	PMI act satM6P	Redox H2O2 prof	TLR4-MyD88 BLA	RAM network inh	Diaph act CS	Lmaj promast	S1P3 antagonist	PMI activator
1	COc1ccc(CNC(=O)Cn2c(=O)oc3ccccc32)cc1OC	2	-0.2	-3	1.1	0.1	7	-0.1	1	-3	·	1
2	COc1ccc(/C(C)=N/N=C(\C)c2ccc(OC)cc2OC)c(OC)c1	5	-0.3	18	1	0.2	0	1.0	0.8	0	-7	1
3	CCOC(=O)c1c2ccc(OCC(=O)N/N=C/c3ccccc3C(F)(F)F)cc2n2ccccc12	38	-0.2	52*	0.4	0.0	-1	2.8	0.5	4	·	0.4
4	CC(OC(=O)c1cccnc1Cl)C(=O)Nc1ccc2c(c1)OCCO2 (stereo unspecified)	2	-0.1	3	1.1	0.1	-2	0.7	1	-6	-3	1.1
5	O=C(O)c1ccccc1C(=O)NCCc1ccc(Cl)cc1	2	-0.1	9	1.1	-0.5	-24	1.6	0.9	2	-4	1.3
6	COc1cc([N+](=O)[O-])ccc1NC(=O)C[n+]1ccccc1	-8	-0.4	22	0.7	-0.3	-11	0.8	0.8	12	-1	0.9
7	CCOC(=O)c1ccc(NC(=O)CN2C(=O)C(CC)SC(CC)C2=O)cc1 (stereo unspecified)	16	-0.3	21	0.8	0.2	8	9.6*	0.8	-4	9	0.8
8	CS(=O)(=O)N(Cc1ccc(C(=O)NC2CCCC2)cc1)c1ccccc1	15	-0.2	9	1	-1.1	-7	5.5	0.9	-3	-17	0.9

# Some of these compounds in order of count of non-hydrogen atoms, highest first:
nr	Compound	G6PDH CS	Hsp70 activator	Diaphorase inh	PMI act satM6P	Redox H2O2 prof	TLR4-MyD88 BLA	RAM network inh	Diaph act CS	Lmaj promast	S1P3 antagonist	PMI activator
7	CCOC(=O)c1ccc(NC(=O)CN2C(=O)C(CC)SC(CC)C2=O)cc1 (stereo unspecified)	16	-0.3	21	0.8	0.2	8	9.6*	0.8	-4	9	0.8
2	COc1ccc(/C(C)=N/N=C(\C)c2ccc(OC)cc2OC)c(OC)c1	5	-0.3	18	1	0.2	0	1.0	0.8	0	-7	1
1	COc1ccc(CNC(=O)Cn2c(=O)oc3ccccc32)cc1OC	2	-0.2	-3	1.1	0.1	7	-0.1	1	-3	·	1

# (continued)
nr	Compound	G6PDH CS	Hsp70 activator	Diaphorase inh	PMI act satM6P	Redox H2O2 prof	TLR4-MyD88 BLA	RAM network inh	Diaph act CS	Lmaj promast	S1P3 antagonist	PMI activator
9	COc1ccc(OC)c(-c2cc(C(=O)Nc3c(C)nn(Cc4ccccc4C)c3C)no2)c1	5	0.0	24	0.9	0.1	2	-0.1	0.8	46	3	0.9
10	CCC(=O)NCC(c1ccco1)N1CCN(c2ccc(OC)cc2)CC1 (stereo unspecified)	-7	0.0	4	0.9	-1.5	-10	2.0	1	-2	16	1.1
11	Cc1ccc(C)c(N(C(=O)CS(=O)CC(=O)Nc2ccc3c(c2)OCO3)C(C)C(=O)NC2CCCC2)c1 (stereo unspecified)	3	-0.4	6	1	0.9	2	1.0	0.9	-5	·	0.9
12	Cc1cc(NS(=O)(=O)c2ccc(NC(=S)NC(=O)c3ccc(F)cc3)cc2)no1	-4	-0.1	12	1	-1.5	-7	0.0	0.9	44	15	0.9
13	COc1ccc(N2C(=O)CNC2=S)cc1	6	-0.1	8	1	-0.2	-15	-0.2	0.9	-7	-4	1
14	CCOC(=O)c1ccc(N2Cc3cc(C)c(C)cc3C2)cc1O	-14	·	6	1	·	·	·	0.9	·	-29	1
15	O=P(O)(O)CCP(=O)(c1ccccc1)c1ccccc1	10	-0.2	11	1	-1.8	-3	0.4	0.9	-1	-21	1
16	O=C1c2ccccc2C(O)(Cc2ccccc2)N1Cc1ccco1 (stereo unspecified)	0	-0.3	15	1	0.3	14	0.6	0.8	-2	-69	1.1
17	CCOC(=O)C(C)Sc1nc(-c2ccccc2)nc2ccccc12 (stereo unspecified)	3	-0.3	8	0.9	0.5	10	0.8	0.9	3	-6	0.9
18	CCOc1ccc(NC(=O)Cn2nnc(-c3ccccc3NC(=O)C3CC3)n2)cc1	2	-0.1	10	1	0.9	-9	0.7	0.9	-5	-28	1
19	COC(=O)c1nn(-c2ccccc2)nc1-c1nn(-c2ccccc2)nc1C(=O)OC	3	0.0	11	0.9	1.9	8	0.2	0.9	3	·	0.9
20	Cc1ccc(NC(=O)CSc2nnc(Cc3ccccc3)o2)c(C)c1	1	0.1	16	0.9	-0.8	4	7.0	0.8	-7	-16	0.9
21	CSc1ccc(Cl)c(C(=O)NCCOc2cc(C)ccc2C(C)C)c1	1	0.0	14	1	-1.3	-5	13*	0.9	2	·	0.9
22	CCCOc1ccccc1C1NC(=O)NC(C)=C1C(=O)OCCOC(C)C (stereo unspecified)	-1	-0.1	-1	1	-0.5	1	0.4	1	2	7	1
23	CN1CCN(c2nc(-c3ccc(Br)cc3)nnc2-c2ccccc2)CC1	8	-0.3	0	0.9	-6.9	12	0.1	1	38	·	1
24	NS(=O)(=O)c1ccc(CCNC(=O)c2cccc([N+](=O)[O-])c2)cc1	12	-0.2	-10	1	4.2	-6	2.6	1.1	-2	4	0.9
25	COC(=O)C(CC(C)C)NC(=O)c1ccc([N+](=O)[O-])cc1 (stereo unspecified)	1	-0.1	-2	1	2.6	-6	-0.1	1	5	·	1
26	CN(C)S(=O)(=O)c1ccc(N2CCCC2)c(C(=O)Nc2nc(-c3ccc(F)cc3)cs2)c1	-4	0.2	12	1	0.2	-17	7.0	0.9	98*	-3	0.8
27	Cc1ccc2ncnc(Nc3cccc(C(=O)O)c3)c2c1	-2	0.0	3	1.1	-0.5	-6	-0.3	1	4	-11	1.2
28	O=C(O)c1ccc(S(=O)(=O)Nc2ccc(O)c(Sc3nc4ccccc4s3)c2)cc1	1	-0.4	21	0.9	-0.9	3	9.8*	0.8	-7	9	1.1
29	C/C(=N\O)C1(C)N(O)C(C)(C)C(c2ccc(F)cc2)=[N+]1[O-] (stereo unspecified)	2	-0.4	12	1	-0.1	-18	0.1	0.9	-2	·	0.9
30	O=C(CSc1nnc(-c2cccs2)n1Cc1ccccc1)N1CCc2ccccc2C1	-4	-0.4	6	1	0.4	-14	2.8	0.9	84*	·	1
31	Cc1ccc(Cl)cc1NC(=S)N(Cc1ccco1)C(C)c1cccs1 (stereo unspecified)	14	0.4	-23	1.1	-0.3	-3	8.1	1.2	28	-1	1.1
32	Cc1cc(C(=O)Nc2nc(C)c(C(=O)N(C)C)s2)ccc1[N+](=O)[O-]	2	-0.2	12	1	-0.5	1	1.0	0.9	-7	-2	1
33	CCc1ccc(NC(=O)C(C)OC(=O)c2cccc(S(=O)(=O)N3CCc4ccccc4C3)c2)cc1 (stereo unspecified)	7	-0.4	10	1	1.1	0	6.2	0.9	89*	2	1
34	CC1=C(C)CC(C(=O)Nc2nc(-c3ccc(C)cc3C)c(C)s2)C(C(=O)O)C1 (stereo unspecified)	4	-0.6	5	1	0.2	-1	2.5	1	-5	3	1
35	CCOc1ccc(OCCOCCN2CCc3ccccc3C2)cc1	2	-0.4	6	1.1	-4.5	7	1.3	0.9	91*	·	1
36	C=COCCNC(=O)Nc1ccc(Cl)cc1Cl	1	-0.2	10	0.9	-0.8	-16	0.6	0.9	-6	-26	0.9
37	Cn1c(=O)n(CC#N)c2ccccc21	1	0.1	21	0.9	-3.6	-4	-0.4	0.8	-2	·	0.9
38	COc1ccc(C2CC(c3ccc(OC)cc3)n3nc(NC(=O)c4ccco4)nc3N2)cc1 (stereo unspecified)	6	-0.2	10	1	-0.1	-11	1.7	0.9	-3	-35	1
39	O=C(Nc1ccccc1C(=O)OC1CCOC1=O)c1ccco1 (stereo unspecified)	0	-0.1	4	1.1	1.1	-7	0.3	1	-6	-6	1.1
40	C[C@@H]1C=C(C(=O)N2CCN(Cc3ccccc3)CC2)O[C@H](OCc2ccc(CO)cc2)C1	12	0.1	10	1	1.3	1	1.1	0.9	-9	-15	1
41	COc1ccc(CNc2cccc(F)c2)cc1Br	3	-0.1	5	1.1	0.1	-3	-0.9	1	-2	·	1
42	Cc1csc(NC(=O)c2ccccc2O)n1	5	0.0	0	1.1	1.9	-10	-0.4	1	-3	14	1.1
43	CC1CCCCN1CC(=O)NCc1ccc2c(c1)OCO2 (stereo unspecified)	2	-0.2	-8	1	1.1	-6	-0.2	1.1	4	-17	1
44	O=C(N/C(=C\c1cccc([N+](=O)[O-])c1)C(=O)N(CCO)CCO)c1ccco1	8	-0.3	-2	1.1	-0.4	-12	1.4	1	-3	-5	1
45	Cc1cccc(C)c1N1CCN(c2ccc3nnc(C(F)(F)F)n3n2)CC1	-2	0.3	27	0.9	0.6	11	3.5	0.7	60*	·	0.8
46	Cc1ccc(NC(=O)C2C3/C=C\CCCCC32)cc1C (stereo unspecified)	3	-0.2	7	1	-1.7	19	2.9	0.9	1	·	1
47	CN1CCC(N(C)C(=S)Nc2ccc(F)cc2)CC1	-2	0.3	1	1	-2.0	0	0.4	1	-1	4	1.1
48	O=C(NCCN1CCOCC1)Nc1ccc(Cl)cc1Cl	1	-0.1	10	1	0.7	19	0.1	0.9	-4	-3	1

# 5 of the compounds above, with two lines to a compound:
# Below each SMILES – G6PDH CS | Hsp70 activator | Diaphorase inh | PMI act satM6P | Redox H2O2 prof | TLR4-MyD88 BLA | RAM network inh | Diaph act CS | Lmaj promast | S1P3 antagonist | PMI activator
45: Cc1cccc(C)c1N1CCN(c2ccc3nnc(C(F)(F)F)n3n2)CC1
  -2 | 0.3 | 27 | 0.9 | 0.6 | 11 | 3.5 | 0.7 | 60* | · | 0.8
46: Cc1ccc(NC(=O)C2C3/C=C\CCCCC32)cc1C (stereo unspecified)
  3 | -0.2 | 7 | 1 | -1.7 | 19 | 2.9 | 0.9 | 1 | · | 1
43: CC1CCCCN1CC(=O)NCc1ccc2c(c1)OCO2 (stereo unspecified)
  2 | -0.2 | -8 | 1 | 1.1 | -6 | -0.2 | 1.1 | 4 | -17 | 1
44: O=C(N/C(=C\c1cccc([N+](=O)[O-])c1)C(=O)N(CCO)CCO)c1ccco1
  8 | -0.3 | -2 | 1.1 | -0.4 | -12 | 1.4 | 1 | -3 | -5 | 1
48: O=C(NCCN1CCOCC1)Nc1ccc(Cl)cc1Cl
  1 | -0.1 | 10 | 1 | 0.7 | 19 | 0.1 | 0.9 | -4 | -3 | 1

# Screening results (PubChem)
